Source: PubChem
GLD-1 RNA inh: GLD-1-TGE RNA interaction inhibition (C. elegans); AID 2280; inhibition, % at 5.96 µM; actives 0.44% (n = 320,000); Q17339; purified GLD-1 + fluorescein TGE RNA, fluorescence polarization;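 active means percent inhibition above a per-plate cutoff, the plate mean of test compounds plus 3 SD, cut at about 30% in these data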;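 further: 0% = DMSO wells with GLD-1 and probe and 100% = wells lacking GLD-1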
MEX-5 binding: C. elegans MEX-5 TCR-2 RNA binding activity. MEX-5/FITC-TCR2 RNA binding, fluorescence polarization; hits give low values. activity score (negative = inhibition of binding), % at 10 µM. actives 0.38% (n = 300,000). AID 1832;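 active means inhibition past about -25% in most replicates, and total fluorescence under double the plate's negative control median, limit read from the data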;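 further: 0% = DMSO and -100% = 5 µM competing unlabeled TCR2 RNA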
Target sequence (Q9XUB2 whole entry, looked up): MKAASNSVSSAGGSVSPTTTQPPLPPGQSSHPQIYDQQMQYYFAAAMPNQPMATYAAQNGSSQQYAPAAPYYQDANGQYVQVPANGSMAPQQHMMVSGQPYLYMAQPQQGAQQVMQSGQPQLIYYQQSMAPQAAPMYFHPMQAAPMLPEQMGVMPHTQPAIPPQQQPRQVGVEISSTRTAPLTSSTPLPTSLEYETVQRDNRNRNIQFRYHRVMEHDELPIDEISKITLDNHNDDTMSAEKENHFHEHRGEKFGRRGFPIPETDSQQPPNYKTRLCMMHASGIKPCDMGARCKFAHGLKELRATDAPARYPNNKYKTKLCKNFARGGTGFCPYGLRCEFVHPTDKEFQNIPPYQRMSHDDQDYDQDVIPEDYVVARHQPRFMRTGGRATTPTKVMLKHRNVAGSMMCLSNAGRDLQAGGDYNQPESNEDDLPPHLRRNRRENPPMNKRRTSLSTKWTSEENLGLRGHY
BCLXL inh: inhibitors of human Bcl-xL; Q07817; GST-Bcl-xL / FITC-Bim BH3 peptide fluorescence polarization; inhibition, % at 10.9 µM; actives 0.7% (n = 320,000); AID 2129;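 active means inhibition above the mean of all tested compounds plus 3 SD, cutoff set per campaign, cut at about 30% in these data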;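 further: 0% = DMSO wells and 100% = unlabeled Bim-BH3 peptide competitor; inhibitors lower millipolarization by displacing the labeled peptide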
Fam108B inh: Fam108B inhibition, counter-screen for RBBP9 inhibitors; inhibition, % at 9.51 µM; recombinant Fam108B, FP-Rh probe fluorescence polarization; AID 1947; actives 0.33% (n = 300,000);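 active means inhibition above the screen mean inhibition plus 3 SD, computed separately per campaign, cut at about 18% in these data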;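 further: inhibitors lower polarization as less probe binds the enzyme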
MCL1-BIM inh: inhibitors of human MCL1 binding to BIM-BH3 peptide. Q07820. GST-MCL1 / FITC-Bim-BH3 fluorescence polarization. inhibition, % at 10.9 µM. actives 0.68% (n = 320,000). AID 2057;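 active means inhibition above the mean inhibition of all tested compounds plus 3 SD, set per campaign, cut at about 40% in these data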;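 further: 0% = DMSO wells and 100% = unlabeled Bim-BH3 peptide control; higher means more loss of mP so more displacement of Bim peptide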
Target sequence (Q07820 whole entry, looked up): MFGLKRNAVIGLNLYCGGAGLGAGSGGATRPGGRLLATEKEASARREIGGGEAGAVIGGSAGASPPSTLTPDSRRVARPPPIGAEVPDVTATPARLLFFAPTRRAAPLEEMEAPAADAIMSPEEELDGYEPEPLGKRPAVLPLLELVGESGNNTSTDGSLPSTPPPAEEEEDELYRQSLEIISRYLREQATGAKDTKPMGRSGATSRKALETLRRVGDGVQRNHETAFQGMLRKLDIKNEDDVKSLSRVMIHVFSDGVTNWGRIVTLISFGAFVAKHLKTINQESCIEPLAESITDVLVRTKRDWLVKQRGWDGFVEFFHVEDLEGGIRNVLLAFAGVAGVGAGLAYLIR
CR mimetic SO: lowers age-related superoxide in aged yeast cells. S. cerevisiae aged cells, superoxide DHE fluorescence; hits give low values. superoxide response (% of plate mean), % at 10 µM. actives 0.18% (n = 330,000). AID 2690;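 active means superoxide response under a set limit, about three screen SD below normal, cut at about 65% in these data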;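 further: yeast aged for seven days with compound at 30 °C before DHE staining; 100% = average MFI of all compound-treated wells on the plate with controls excluded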
ZTA DNA inh: blocks Epstein-Barr virus ZTA, an EBNA-1 counter-screen | inhibition, % at 11 µM | P03206 | actives 0.15% (n = 320,000) | ZTA-DNA binding, fluorescence polarization | AID 2234; in the data active means inhibition above about 33%
Target sequence (P03206 whole entry, looked up): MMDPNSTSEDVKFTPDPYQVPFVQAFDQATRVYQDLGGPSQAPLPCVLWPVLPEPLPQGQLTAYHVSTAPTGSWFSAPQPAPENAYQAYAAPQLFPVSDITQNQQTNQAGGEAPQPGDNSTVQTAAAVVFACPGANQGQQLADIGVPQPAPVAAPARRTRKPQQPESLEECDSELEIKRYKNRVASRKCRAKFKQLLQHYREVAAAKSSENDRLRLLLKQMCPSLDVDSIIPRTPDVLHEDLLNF
EBNA-1 inh: blocks EBNA-1 binding to DNA; AID 1950; EBNA-1 DNA binding, fluorescence polarization; inhibition, % at 14.8 µM; actives 0.34% (n = 300,000); in the data active means inhibition above about 28%
Efflux pump mplx: inhibitors of Candida antifungal efflux pumps expressed in yeast. S. cerevisiae Candida pump triplex, Nile Red efflux. inhibition, % at 10 µM. actives 0.44% (n = 330,000). AID 485275;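 active means plate passing quality check with inhibition over a set limit, or well fluorescence over plate mean plus 4 SD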;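 further: Nile Red retained in pooled yeast measured as flow cytometry median fluorescence; 0% = buffer negative control and 100% = Enniatin B positive control; higher means more Nile Red kept so more efflux inhibition; some compounds called inactive have numbers as strong as hits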
Active calls of the source: *; . = not tested or not shown.

smiles	GLD-1 RNA inh	MEX-5 binding	BCLXL inh	Fam108B inh	MCL1-BIM inh	CR mimetic SO	ZTA DNA inh	EBNA-1 inh	Efflux pump mplx
COc1ccc(CNC(=O)c2cc3cccc(OC)c3oc2=N)cc1	-1	-1.6	-1	-3	-3	97	1	12	-0.1
CCOc1cc(CNc2ccccc2SC)ccc1O	2	-1.8	2	1	0	106	13	4	-0.1
CC(=O)Nc1sc(C)c(C)c1C(=O)Nc1ccc(C)cc1	5	0.4	5	-2	3	103	22	12	0.0
Cn1cc(S(=O)(=O)N2CCCC2)cc1C(=O)NCc1ccc(F)cc1	-1	-0.5	2	-5	-6	132	7	1	0.1
Cc1cc(CNC(=O)CC2C(=O)NCCN2CC(c2ccccc2)c2ccccc2)on1 (configuration not stated)	4	-5.2	6	6	3	77	-7	-14	1.3
CN(C)c1nc(N)nc(-c2nc3ccccc3s2)n1	-2	0.4	6	3	11	101	7	2	0.0
CSCC[C@H](NC(=O)N1CCn2c1nc1ccccc12)C(=O)N1CCCCC1	-1	-0.7	4	0	-2	95	9	11	0.0
CC(=O)Nc1cccc(NC(=O)CSc2nnnn2C(C)C)c1	6	-2.3	3	1	-4	103	0	0	-0.1
COCCCNCCOCCOc1ccccc1-c1ccccc1	-1	-1.6	2	3	-4	111	0	-3	0.0
CC(C)OC(=O)c1ccc(N2CCN(c3ccc(F)cc3)CC2)nc1	-8	0.3	-2	-4	-1	103	-3	6	-0.1
CCOC(=O)N1CCN(C(=S)Nc2ccc(C)cc2)CC1	-3	-0.3	-1	3	6	100	9	-1	0.8
O=C(O)[C@H]1CCCN1C(=O)c1ccccc1N1C(=O)[C@@H]2Cc3c([nH]c4ccccc34)C(c3cccc(Cl)c3)N2C1=O (some centres not stated)	3	-3.1	9	-1	7	99	-1	0	-0.2
CCNC(=S)SCCOc1ccccc1C	5	-3.0	-6	1	4	75	-7	-3	0.4
CN(C)S(=O)(=O)c1cccc(C(=O)Nc2cc3c(cc2C(=O)O)OCCCO3)c1	0	-1.1	-1	1	-2	138	7	9	0.2
CCCc1nc2nc(C)c(NS(=O)(=O)c3ccc([N+](=O)[O-])cc3)c(=O)n2[nH]1	-10	-0.2	-10	-3	-21	106	-1	-8	0.4
COc1ccc(C2(C)NC(=O)N(CC(=O)Nc3ccc(C)cc3Br)C2=O)cc1OC (configuration not stated)	-5	-0.5	-6	1	-18	85	7	-14	0.0
Cn1c(=O)[nH]c(=O)c2c1nc(CN1CCN(c3ccccc3F)CC1)n2CC(N)=O	2	3.2	4	1	8	95	0	16	0.1
O=C(CCN1CCN(c2ccccc2)CC1)Nc1ccccc1	2	0.8	0	-3	11	99	0	-4	-0.2
Cc1cc(NC(=O)C(=O)NCCN2CCN(C(=O)c3cccs3)CC2)ccc1Br	-1	-1.4	3	-1	2	91	7	10	-0.1
O=S1(=O)CC(O)C(NCc2ccco2)C1 (configuration not stated)	-2	3.2	2	1	4	70	-13	7	0.0
COc1cc(C(=O)NNC2=NC(C)(C)Cc3cc(C)c(C)cc32)cc(OC)c1OC	-7	1.2	3	1	3	108	8	8	0.0
COc1ccccc1CN(C)C(=O)c1cccc(S(=O)(=O)N2CCc3ccccc3C2)c1	-1	.	1	.	7	90	9	.	0.1
COc1ccc(-c2nc(N)ncc2-c2csc(C)n2)c(O)c1	4	-1.9	7	5	6	110	-4	-4	0.0
CC1(C)O[C@@H]2[C@H](O1)[C@@H](COS(=O)(=O)O)O[C@H]2n1c(=S)[nH]c2c(=O)[nH]c(N)nc21	2	.	-20	.	-11	101	-2	.	0.7
COc1cc(/C=N/Nc2ccc(Cl)c(C(=O)O)c2)ccc1OC(=O)c1cccs1	-7	.	13	0	1	110	6	-5	0.2
CCOC(=O)C1CCCCN1C(=O)CCn1nnnc1CN1CCOCC1 (configuration not stated)	-4	1.7	0	-3	0	77	-16	-11	-0.1
O=C1c2ccccc2C(Nc2ccc(S(=O)(=O)N3CCCCCC3)cc2)N1c1ccccn1 (configuration not stated)	7	-1.1	2	-3	-3	104	-27	2	-0.1
CO/N=C/c1c(C(=O)OC)nn(-c2ccccc2)c1Cl	8	0.1	3	-1	5	118	-3	0	-0.1
CN(/N=C/c1ccc2c(c1)OCO2)c1ccccc1	6	0.7	0	3	-3	106	8	0	0.2
Cc1c(C(=O)N(Cc2cccc(Br)c2)C2CCS(=O)(=O)C2)oc2ccccc12 (configuration not stated)	4	-0.3	5	-1	-2	103	15	-7	0.0
C=CCOc1c(Br)cc(/C=C(\C#N)C(N)=O)cc1OC	-5	-3.2	-3	1	-8	100	-7	-1	0.4
CC1=NN(C(=O)c2nn(C)cc2Br)C(O)(C(F)(F)F)C1 (configuration not stated)	1	-0.6	-2	2	3	107	-8	5	-0.4
Cc1cc(Nc2c(C)cccc2C)n2nc(C)nc2n1	7	0.7	2	-5	4	105	-9	-5	-0.4
O=C(NCc1csc(-c2cccs2)n1)Nc1ccc(F)cc1F	4	.	0	2	-3	95	-6	-2	0.0
O=[N+]([O-])c1ccccc1OCC(O)CN1CCN(CC(O)COc2ccccc2[N+](=O)[O-])CC1 (configuration not stated)	-1	-1.8	0	-1	-6	118	-15	-8	0.2
CCc1ccc(N2CC(C(=O)Nc3nnc(CC)s3)CC2=O)cc1 (configuration not stated)	4	1.9	5	3	4	104	0	-3	0.1
CCN1C(=O)/C(=C2\C=Cc3cc(C)ccc3N2CC)OC1=S	-7	1.2	2	0	1	98	10	5	-0.1
Cc1cc(NC(=O)CSc2ncnc3ccccc23)no1	2	2.6	9	1	3	92	-5	10	-0.3
CCCNC(=O)C1CC(c2ccc(C(F)(F)F)cc2)=NO1 (configuration not stated)	5	-3.7	4	5	0	94	-4	1	-0.1
COc1ccc(S(=O)(=O)N2CCC(C(=O)Oc3cccc(C)c3)CC2)cc1OC	6	-0.1	-2	1	0	94	-7	-4	0.0

3 entries already listed, arranged by the number in MCL1-BIM inh, high to low.
Compound	MCL1-BIM inh
Cc1cc(Nc2c(C)cccc2C)n2nc(C)nc2n1	4
CCN1C(=O)/C(=C2\C=Cc3cc(C)ccc3N2CC)OC1=S	1
CCCNC(=O)C1CC(c2ccc(C(F)(F)F)cc2)=NO1 (configuration not stated)	0

Next entries.
smiles	GLD-1 RNA inh	MEX-5 binding	BCLXL inh	Fam108B inh	MCL1-BIM inh	CR mimetic SO	ZTA DNA inh	EBNA-1 inh	Efflux pump mplx
c1ccc(Nc2nc3ccccc3n3cnnc23)cc1	0	20	4	-1	2	98	8	-4	-0.1
COC(=O)C1(C)NC(c2ccc(OC)cc2)C2C(=O)N(c3ccccc3)C(=O)C21 (configuration not stated)	3	-0.1	2	-7	-5	101	2	1	0.1
CC(=O)N1CCN(c2ccc([N+](=O)[O-])cc2)CC1	-2	1.4	1	-3	4	100	-5	5	0.1
CCCNC(=O)CSc1nnc(-c2ccccc2Br)n1-c1cccc(C(F)(F)F)c1	1	-1.6	0	-2	-9	96	-5	7	0.1
Cc1ccc(C(=O)Nc2cccnc2Cl)cc1Cl	1	-0.3	1	-4	-9	114	-1	7	0.0
O=C1CC(N2CCN(C/C=C/c3ccccc3)CC2)C(=O)N1CCc1ccccc1 (configuration not stated)	-5	-2.5	1	-3	3	89	14	6	0.0
Cc1cc(C)cc(OCC(O)CN2C(=O)NC(C)(C)C2=O)c1 (configuration not stated)	5	0.4	4	-2	-4	112	3	-8	-0.1
c1ccc(-n2cnc3cc(NCc4ccncc4)ccc32)cc1	0	-4.9	7	3	19	100	-6	3	0.0
Cc1cc(C)c(C#N)c(SCC(=O)Nc2nonc2N)n1	8	1.0	3	-2	0	86	-19	2	0.1
O=C(NC1CCN(Cc2ccccc2)CC1)C1CCN(S(=O)(=O)c2ccccc2)CC1	1	-0.9	4	-3	-1	105	13	18	-0.2
O=C1C(=O)N(Cc2cccnc2)C(c2cccc(Br)c2)/C1=C(/O)c1ccc2c(c1)OCO2 (configuration not stated)	1	-2.0	2	1	4	95	-10	2	-0.1
O=C(N/N=C/c1cccc(OC(=O)c2cccc(Br)c2)c1)c1ccncc1	-3	2.7	-1	-4	1	80	3	8	0.1
O=C(NC1CCCC1)c1cc(-c2ccc(Cl)cc2)on1	2	-2.0	1	1	-1	93	16	1	-0.1
CSc1nnnn1-c1cccc(O)c1	-9	-0.5	4	0	6	94	-1	-5	0.0
Cc1ccccc1CS(=O)(=O)Cc1ccc(C(=O)NCCCN2CCCC2=O)o1	-6	-0.1	-2	0	-6	114	1	-6	0.2
CCOc1ccccc1N(CC(=O)NCCOC)C(=O)CCC(=O)Nc1ccccn1	-7	0.2	2	-2	-1	105	-5	-11	0.3
Cc1nc(Cl)c(C#N)c2c1CCCC2	4	-0.4	4	-2	5	95	3	-6	0.0
CCCCCCSc1cccc(-c2nc3ccc(C)cn3c2NC2CCCCC2)c1	-1	0.7	9	2	5	104	-13	-8	-0.1
N#Cc1c(NC(=O)CCCC(=O)O)sc2c1CCCCC2	4	0.6	11	4	7	94	-6	7	-0.1
COc1ccc(C2=C(Nc3ccccc3)c3ccccc3C2=O)cc1	9	-3.0	4	-3	3	92	6	5	0.1
CCOc1ccc(NC(=O)c2ccc(F)cc2F)cc1	7	3.4	6	-4	7	100	10	3	0.1
CC(=O)N1CCCc2cc(S(=O)(=O)N(CC(C)C)CC(C)C)ccc21	5	3.3	4	3	1	92	-3	3	-0.1
Cc1cccc(C(=O)Nc2ccc(C(=O)N/N=C/c3ccc4c(c3)OCO4)cc2)c1	-5	0.4	0	-22	-1	99	-3	12	0.0
Cc1ccc(NC(=O)c2ccc3c(c2)C(=O)N(CC2CCCO2)C3=O)cc1C (configuration not stated)	-13	-1.5	0	-1	-5	97	-1	0	0.0
O=C(c1ccc(OC2CCN(Cc3ccccn3)CC2)cc1)N1CCCCO1	4	-0.7	4	-3	12	102	-6	-10	0.4
CC(=O)c1cc(-c2ccccc2)n(CC(=O)N2CCCCC2)c1C	-2	-0.2	-1	0	0	110	-3	6	0.2
O=C(CN1CC(=O)Nc2ccccc21)Nc1ccc(F)c(F)c1	-4	-0.8	1	2	-9	102	-12	-9	0.2
Cn1c(CC(=O)NNC(=O)c2ccccc2F)nc2ccccc21	4	.	4	.	3	97	-18	.	-0.1
O=C(NN1CCOCC1)c1cc(-c2ccncc2)nc2ccccc12	-5	-1.3	3	3	6	97	23	7	-0.1
O=C(C1CCC1)N1CCN(S(=O)(=O)c2ccc([N+](=O)[O-])cc2)CC1	-1	.	-5	.	-7	119	3	.	-0.2
Cc1cccc(NC(=O)COC(=O)c2cccc(S(=O)(=O)N3CCCCCC3)c2)c1	-13	.	3	.	11	125	1	.	-0.1
CCC(C)N1CCC2(CC1)N=c1c(c3c4c5c(C)c(O)c3c(O)c1=NC(=O)C(C)=CC=C[C@H](C)[C@H](O)[C@@H](C)[C@@H](O)[C@@H](C)[C@H](OC(C)=O)[C@H](C)[C@@H](OC)C=CO[C@@](C)(O5)C4=O)N2 (some centres not stated)	4	.	2	2	-3	72	15	-3	0.0
CCOC(=O)N1CCN(C2CC(=O)N(c3ccccc3)C2=O)CC1 (configuration not stated)	2	0.4	-2	-1	5	103	9	3	0.0
O=C(NC1CCCCC1)c1cccc(S(=O)(=O)N2CCCCC2)c1	8	1.9	9	0	9	101	-4	-3	0.0

Random draw from the library; about 2.3% have a hit in one of these screens.
